Compound activity deposited in PubChem by Sanford-Burnham Center for Chemical Genomics.
hIAP inh: human IAP inhibition. 330,000 compounds, 0.12% hits. inhibition, % at 10 µM. purified IAP, CDP-Star luminescence, 30 min. AID 2544;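 active = inhibition reaching a set limit with compound at 10 µM in the primary screen, cut at about 35% in these data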;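 note: plate controls were DMSO wells with enzyme for no effect and no-enzyme buffer wells for full effect; values of inactives mirror those of a sister screen read the other way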
ATG4B inh: ATG4B (human) cysteine protease inhibition; ATG4B cleavage of LC3-PLA2, NBD-HPC fluorescence, 1 h; inhibition, % at 8.33 µM; 340,000 compounds, 0.51% hits; Q9Y4P1; in the data active = inhibition above about 40%
hIAP activ: increases human intestinal alkaline phosphatase activity. purified human IAP, CDP-Star luminescence, 30 min; stronger effect = higher value; 1 = vehicle-only enzyme, 0 = enzyme-free background. activation factor at 10 µM. 330,000 compounds, 0.16% hits;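 active = activation factor of the enzyme at least 2-fold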; note: the source names both 10 and 20 µM as test concentration; values of inactives mirror those of a sister screen read the other way
NLRP3 yeast inh: blocks the NALP3 inflammasome reconstituted in yeast; Yeast reconstituted NLRP3/ASC/caspase-1, beta-gal luminescence, 24 h; inhibition, % at 10 µM; 330,000 compounds, 0.39% hits;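 active = inhibition of 50% or more; inactive = inhibition below 50%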;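 note: plate controls were induced DMSO wells for no effect and uninduced yeast grown without galactose for full effect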
mIAP act: mouse IAP activation; 330,000 compounds, 0.24% hits; activation factor at 10 µM; muIAP, CDP-Star luminescence, 30 min; stronger effect = higher value; 1 = vehicle-only enzyme signal, 0 = enzyme-free wells;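 active = activation factor of at least 2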; note: the source names both 10 and 20 µM as test concentration; values of inactives mirror those of a sister screen read the other way
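Assay system: mouse IAP enzyme / Compound: DMSO-dissolved test compounds / Timing: 30 min, room temperature / Measured by: luminescence from enzymatic CDP-Star hydrolysis / Control set: DMSO-only wells, enzyme-free buffer wells as negative control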
Apaf-1 inh: human Apaf-1 inhibition; reconstituted apoptosome caspase-3 activity, DEVD-Rh110 fluorescence; inhibition, % at 20 µM; 330,000 compounds, 0.71% hits; active = inhibition of at least 40% at 20 µM;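 note: plate controls were DMSO wells for no effect and DEVD-CHO caspase inhibitor wells for full effect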
Target sequence (O14727 whole entry, looked up): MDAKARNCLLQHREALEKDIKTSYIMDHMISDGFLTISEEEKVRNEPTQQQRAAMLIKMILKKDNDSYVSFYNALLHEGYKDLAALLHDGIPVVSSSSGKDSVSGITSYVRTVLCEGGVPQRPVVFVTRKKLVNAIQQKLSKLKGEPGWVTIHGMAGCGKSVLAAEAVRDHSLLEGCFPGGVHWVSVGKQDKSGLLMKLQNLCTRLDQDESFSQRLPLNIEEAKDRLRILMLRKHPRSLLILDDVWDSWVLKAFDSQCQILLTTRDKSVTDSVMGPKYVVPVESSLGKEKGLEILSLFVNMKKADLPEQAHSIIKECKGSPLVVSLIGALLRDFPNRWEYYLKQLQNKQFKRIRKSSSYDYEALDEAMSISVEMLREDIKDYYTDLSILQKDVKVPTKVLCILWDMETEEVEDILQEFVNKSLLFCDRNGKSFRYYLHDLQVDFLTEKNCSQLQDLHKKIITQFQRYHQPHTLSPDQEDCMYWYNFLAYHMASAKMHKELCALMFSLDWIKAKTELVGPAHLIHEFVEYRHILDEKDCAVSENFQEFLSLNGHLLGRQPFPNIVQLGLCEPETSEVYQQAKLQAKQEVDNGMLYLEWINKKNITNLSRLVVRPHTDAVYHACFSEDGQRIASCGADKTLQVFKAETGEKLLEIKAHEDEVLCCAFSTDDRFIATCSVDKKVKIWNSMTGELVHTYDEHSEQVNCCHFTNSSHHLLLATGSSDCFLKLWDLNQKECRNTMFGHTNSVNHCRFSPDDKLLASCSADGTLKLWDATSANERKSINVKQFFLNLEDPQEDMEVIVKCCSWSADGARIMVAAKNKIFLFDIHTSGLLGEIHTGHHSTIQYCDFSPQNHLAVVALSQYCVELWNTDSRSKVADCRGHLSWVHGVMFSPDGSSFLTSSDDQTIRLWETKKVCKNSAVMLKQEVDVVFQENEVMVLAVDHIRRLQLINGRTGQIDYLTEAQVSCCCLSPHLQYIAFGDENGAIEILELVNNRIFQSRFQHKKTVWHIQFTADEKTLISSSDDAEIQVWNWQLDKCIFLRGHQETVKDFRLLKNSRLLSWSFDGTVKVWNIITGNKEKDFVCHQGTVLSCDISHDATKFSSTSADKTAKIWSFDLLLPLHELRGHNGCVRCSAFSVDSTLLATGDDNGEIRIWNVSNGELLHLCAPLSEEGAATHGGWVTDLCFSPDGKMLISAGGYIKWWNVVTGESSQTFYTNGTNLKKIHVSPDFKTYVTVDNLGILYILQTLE
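Material: cell-free apoptosome with Apaf-1, procaspase-3 and caspase-9; Buffer or medium: Hepes pH 7.5 with detergent and BSA; Reagent: cytochrome c trigger plus (Z-DEVD)2-Rh110 caspase-3 substrate; Times: compound with Apaf-1, dATP, procaspase-3 30 min, then 50 min reaction, room temperature; Technique: Rh110 fluorescence intensity.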
tim10-1 inh: tim10-1 yeast growth inhibition. inhibition, % at 20 µM. 330,000 compounds, 2.2% hits. S. cerevisiae tim10-1 ts strain growth, BacTiter-Glo, 24 h;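 active = inhibition of at least 40%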;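 note: mutant grown at 25 °C; 0% = DMSO wells with yeast and 100% = wells holding no yeast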
mIAP inh: mouse IAP inhibition; inhibition, % at 10 µM; 330,000 compounds, 0.2% hits; purified mouse IAP, CDP-Star luminescence, 30 min;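 active = inhibition of at least 40% at 10 µM in the primary screen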;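 note: plate controls were DMSO with enzyme for no effect and no enzyme wells for full effect; values of inactives mirror those of a sister screen read the other way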
TIM10 inh: growth inhibitors of TIM10 yeast strain; S. cerevisiae TIM10 strain growth, BacTiter-Glo luminescence, 24 h; inhibition, % at 10 µM; 330,000 compounds, 1.4% hits;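 active = inhibition of 40% or more at the single tested concentration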;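 note: wild-type TIM10 isogenic control strain grown at permissive 25 °C; 0% = DMSO yeast wells and 100% = minimal medium wells without yeast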
* marks the source's active call; other numbers are inactive results.

SMILES | hIAP inh | ATG4B inh | hIAP activ | NLRP3 yeast inh | mIAP act | Apaf-1 inh | tim10-1 inh | mIAP inh | TIM10 inh
Cc1ccc(NCc2n[nH]c(=S)n2-c2cccc(Cl)c2)cc1 | -7 | -11 | 1.1 | 13 | 0.93 | -2 | 15 | 7 | 12
Cc1cc(S(=O)(=O)N(Cc2ccc(F)cc2)CC2CCCO2)ccc1-n1cnnn1 (stereo not given) | -7 | -2 | 1.1 | 14 | 0.93 | -12 | 28 | 7 | 23
Cc1cccc(-n2c(SCC(=O)Nc3nonc3C)nnc2-c2ccoc2C)c1 | -6 | -7 | 1.1 | 3 | 1 | 28 | 38 | -5 | 9
CCN(CC(=O)Nc1ccccc1OC)C(=O)CSCc1c(C)noc1C | -11 | 3 | 1.1 | 17 | 1 | 3 | -13 | -3 | 5
O=C(Nc1ccc(C(O)(C(F)(F)F)C(F)(F)F)cc1)c1ccc(Cl)c([N+](=O)[O-])c1 | 19 | -4 | 0.81 | 12 | 0.93 | 17 | 38 | 7 | 59*
Cc1ccc(-c2ccc(/C=N/NC(=O)CN3CCCC3)o2)cc1Cl | -35 | -4 | 1.4 | 21 | 1 | 11 | 19 | -2 | 3
CCn1nc(C)c(NC(=O)Nc2cccc(Cl)c2Cl)c1C | -14 | 2 | 1.1 | 21 | 1.3 | 8 | 12 | -28 | 6
Cc1cccc(-c2nc(CS(=O)CC(=O)NCCc3ccc(Cl)cc3)c(C)o2)c1 (stereo not given) | -4 | 1 | 1 | -14 | 1 | 17 | 30 | 0 | 12
COc1cc(C)c(S(=O)(=O)NCc2cccs2)cc1C | -3 | -10 | 1 | 30 | 1.1 | 4 | 19 | -9 | -17
CC(C)CNC(=S)Nc1ccc(S(N)(=O)=O)cc1 | -2 | -1 | 1 | -5 | 0.93 | -3 | 8 | 7 | 7
O=C(N/N=C/c1ccc(OCc2ccccc2)cc1)c1ccncc1 | -21 | -16 | 1.2 | 23 | 0.94 | 8 | 10 | 6 | 8
O=C(NNC(=O)c1ccccc1[N+](=O)[O-])Nc1ccccc1C(F)(F)F | -29 | -4 | 1.3 | 9 | 1.2 | 11 | 4 | -17 | 2

Single values from the results shown.
hIAP inh result of `O=C(Nc1ccc(C(O)(C(F)(F)F)C(F)(F)F)cc1)c1ccc(Cl)c([N+](=O)[O-])c1` = 19
Apaf-1 inh result of `O=C(NNC(=O)c1ccccc1[N+](=O)[O-])Nc1ccccc1C(F)(F)F` = 11

The results go on.
SMILES | hIAP inh | ATG4B inh | hIAP activ | NLRP3 yeast inh | mIAP act | Apaf-1 inh | tim10-1 inh | mIAP inh | TIM10 inh
CCCCSc1nc2c(=O)[nH][nH]c(=O)c2n1Cc1ccccc1 | 4 | 12 | 0.96 | -6 | 1 | 15 | 14 | -2 | -8
CCOc1ccc(Cn2nnc(C(=O)Nc3ccc(OC)cc3OC)c2N)cc1 | -5 | -5 | 1 | 7 | 0.96 | -10 | -5 | 4 | -2
CN1CCC(NC(=O)NC2CCCCC2)CC1 | 8 | 1 | 0.92 | -10 | 0.91 | -28 | 5 | 9 | 4
Cc1ccc(C(=O)N2CC(C)OC(C)C2)cc1[N+](=O)[O-] (stereo not given) | 12 | -2 | 0.89 | 19 | 1 | 15 | 17 | -2 | -5
Cc1ccc(-c2cn(CCC(=O)O)c(-c3ccc(Cl)nc3)n2)cc1 | -3 | -6 | 1 | -9 | 0.95 | -2 | -8 | 5 | 7
CN(C)CCCN(C(=O)c1cc2cc([N+](=O)[O-])ccc2s1)c1nc2cc3c(cc2s1)OCCO3 | -3 | 6 | 1 | 17 | 0.85 | 24 | 79* | 15 | 30
CC(C)=C(NC(=O)c1ccccc1)C(=O)NCc1ccccc1 | -2 | 1 | 1 | 7 | 1.1 | 6 | -4 | -10 | -9
COC(=O)c1cccc(C(=O)N2CCC(CO)(Cc3ccccc3Cl)CC2)c1 | -5 | 2 | 1.1 | 0 | 1.1 | 18 | 36 | -8 | 14
Cc1cc(C(=O)OCC(=O)N2C(C)CCCC2C)c2ccccc2n1 (stereo not given) | -12 | -1 | 1.1 | 17 | 0.93 | 4 | -18 | 7 | 1
COc1ccc(C2=C(C=Nc3c(C)n(C)n(-c4ccccc4)c3=O)C(c3ccccc3C)c3ccccc3O2)cc1OC (stereo not given) | -8 | 6 | 1.1 | 29 | 1 | 14 | 32 | -2 | 21
COc1cccc(/C=N/n2c(-c3cc(C)[nH]n3)n[nH]c2=S)c1OC | -22 | -7 | 1.2 | 21 | 1 | -4 | -9 | 0 | -3
COc1cc(C(O)CO)ccc1OS(=O)(=O)O (stereo not given) | -11 | -1 | 1.1 | 12 | 1.1 | -4 | -4 | -10 | -7
CCOc1ccc(OCC(O)CNC2CCN(Cc3ccccc3)CC2)cc1 (stereo not given) | -13 | -5 | 1.1 | 14 | 0.94 | 0 | -24 | 6 | -41
CCOC(=O)C(Cc1c[nH]c2ccccc12)NC(=O)CNC(C)=O (stereo not given) | -4 | 5 | 1 | 5 | 0.97 | -13 | 3 | 3 | -8
CCC(C)(C)n1nnnc1C(c1ccc(OC)c(OC)c1)N1CCN(c2cccc(OC)c2)CC1 (stereo not given) | -23 | -4 | 1.2 | 10 | 0.97 | 19 | 21 | 3 | 5
O=C(NCc1cc([N+](=O)[O-])ccc1O)c1cccnc1Sc1ccc(Cl)cc1 | 23 | 6 | 0.77 | -4 | 0.85 | -8 | 9 | 15 | 6
COc1ccc(OC)c(/C=C/C(=O)N(C)CC(=O)Nc2ccc(C)cc2)c1 | -6 | 0 | 1.1 | 0 | 0.98 | -15 | 3 | 2 | 4
O=C(COc1ccccc1O)NNc1ccccc1 | 2 | 2 | 0.98 | 12 | 0.95 | -8 | 1 | 4 | -51
COc1ccccc1NC(=O)Nc1ccc2c(c1)CCC2 | 10 | -2 | 0.9 | 45 | 1.2 | 23 | 36 | -23 | 36
COc1ccc(/C=C/C(=O)Oc2cccc(/C=N/NC(=O)COc3c(C)cccc3C)c2)cc1 | 8 | 6 | 0.92 | 11 | 1 | 23 | 13 | -2 | 13
COc1ccc(C)cc1COC(=O)c1[nH]c(C)c(C(C)=O)c1C | 9 | -3 | 0.91 | 24 | 0.98 | 10 | 12 | 2 | 3
Cc1nnc(SCC(=O)Nc2sc3c(c2C#N)CCCC3)[nH]c1=O | -56 | -4 | 1.6 | 4 | 1.1 | 10 | 2 | -6 | -6
CCOC(=O)c1cc(NC(=O)C2C3CCC(O3)C2C(=O)O)cc(C(=O)OCC)c1 (stereo not given) | -2 | -10 | 1 | -11 | 1 | -5 | 11 | -4 | -27
O=S(=O)(NC1CC1)c1ccc(Cl)cc1 | -8 | 1 | 1.1 | -3 | 0.97 | -4 | 10 | 3 | 0

By substructure: the entries above containing a COOH group (2)
SMILES | hIAP inh | ATG4B inh | hIAP activ | NLRP3 yeast inh | mIAP act | Apaf-1 inh | tim10-1 inh | mIAP inh | TIM10 inh
Cc1ccc(-c2cn(CCC(=O)O)c(-c3ccc(Cl)nc3)n2)cc1 | -3 | -6 | 1 | -9 | 0.95 | -2 | -8 | 5 | 7
CCOC(=O)c1cc(NC(=O)C2C3CCC(O3)C2C(=O)O)cc(C(=O)OCC)c1 (stereo not given) | -2 | -10 | 1 | -11 | 1 | -5 | 11 | -4 | -27

Continued.
SMILES | hIAP inh | ATG4B inh | hIAP activ | NLRP3 yeast inh | mIAP act | Apaf-1 inh | tim10-1 inh | mIAP inh | TIM10 inh
CC(C)CC(NC(=O)C(NC(=O)OC(C)(C)C)C(C)C)C(=O)N1CCCC1C(N)=O (stereo not given) | 6 | 5 | 0.94 | -5 | 0.97 | -9 | -7 | 3 | 2
COc1ccc(NC(=O)CCCC(=O)NCCc2ccc(OC)c(OC)c2)cc1 | -5 | -8 | 1.1 | 10 | 0.92 | -2 | -8 | 8 | -11
COCCCn1c(=O)c2sccc2n2c(CCCC(=O)NCc3ccc(F)cc3)nnc12 | -7 | 6 | 1.1 | 8 | 0.96 | -12 | -6 | 4 | 0
CC(=O)Nc1ccc(N2CCN(c3ccc(F)cc3)CC2)cc1 | -12 | 6 | 1.1 | 19 | 0.96 | -1 | -2 | 4 | -1
CC(C)CN(C(=O)C1CC1)c1c(N)n(Cc2ccccc2)c(=O)[nH]c1=O | -2 | 0 | 1 | 8 | 1 | 3 | 11 | -5 | 2
O=[N+]([O-])c1nn(-c2cccc(Cl)c2)n(O)c1=NCc1cccnc1 | 20 | -6 | 0.8 | 26 | 0.91 | -13 | 32 | 9 | 14
O=C(Cn1cc2c(n1)CCCC2)N1CCOCC1 | 2 | 2 | 0.98 | 22 | 0.95 | -2 | -1 | 4 | 0
Cc1ccccc1CNC(=O)c1ccccc1 | 1 | -6 | 0.99 | -1 | 0.99 | -11 | -8 | 1 | 1
CN(CCc1cn[nH]c1)Cc1nc(C(c2ccccc2)c2ccccc2)no1 | -38 | 15 | 1.4 | -16 | 0.98 | 9 | 6 | 2 | -26
COc1cccc(N2CCN(C(=O)c3cccnc3)CC2)c1 | 2 | 2 | 0.98 | 4 | 0.96 | -6 | 0 | 4 | -19
CCOC(=O)c1ccc(CNC(=O)Cn2nnc(-c3ccccc3F)n2)o1 | 8 | -7 | 0.92 | 20 | 1 | -9 | 3 | -2 | 8
COCCOc1cc(COC)nc(-c2cccc(C)c2)n1 | 9 | -15 | 0.91 | 14 | 0.99 | 6 | 12 | 1 | 13
COc1ccccc1NS(=O)(=O)c1cccc(C(=O)NCC2(N(C)C)CCCCC2)c1 | -2 | -1 | 1 | 9 | 1.1 | 18 | -30 | -5 | -8
CSCCC(NS(=O)(=O)c1ccccc1F)C(=O)NCC(C)(C)N1CCOCC1 (stereo not given) | -4 | -6 | 1 | 6 | 0.95 | -1 | 6 | 5 | 7
COc1cccc(NC(=O)CN(C)C(=O)CN2C(=O)NC(C)(c3ccc4ccccc4c3)C2=O)c1 (stereo not given) | -10 | -26 | 1.1 | -2 | 1.1 | 4 | -18 | -8 | -1
O=C(Nc1n[nH]c(C2CCCCC2)n1)C1CCCCC1 | 9 | -3 | 0.91 | -5 | 2.3* | -8 | 35 | -133 | 31
O=c1[nH]c(-c2cccnc2)nc2ccccc12 | -1 | -12 | 1 | -6 | 0.93 | 6 | 19 | 7 | 2
COc1cccc(CN2CCCC(CNC(=O)c3ccc(F)cc3)C2)c1OC (stereo not given) | -36 | -8 | 1.4 | 4 | 0.93 | 3 | -1 | 7 | -5
CCOC(=O)c1c(S(=O)(=O)NCC(=O)Nc2cc(C)ccc2OC)c(C)n(C)c1C | -12 | 4 | 1.1 | 9 | 1 | 3 | 7 | -4 | 8
O=C(C1CCN(S(=O)(=O)N2CCOCC2)CC1)N1CCN(Cc2ccccc2)CC1 | -2 | -14 | 1 | -16 | 0.99 | 6 | 24 | 1 | -1
CC(=O)c1ccc(C(=O)N2CCCC(C(=O)c3cc(F)ccc3F)C2)s1 (stereo not given) | -1 | 5 | 1 | -8 | 0.89 | -10 | 14 | 11 | -5
O=C(c1ccc(Cl)cc1)N1CCC(O)(CSc2ccc(Cl)cc2)CC1 | 6 | -10 | 0.94 | 22 | 1 | 13 | 36 | 0 | 13
COc1ccccc1C(=O)O/N=C(\c1ccccc1)c1ccncc1 | -5 | 5 | 1.1 | 15 | 0.97 | 1 | 12 | 3 | 23
CN(C)c1ccnc(Nc2ccc(O)cc2)c1C#N | 7 | 8 | 0.93 | 2 | 1 | 9 | 5 | -1 | -6
COC(=O)c1ccc(COc2ccccc2[N+](=O)[O-])o1 | 28 | 9 | 0.72 | 12 | 1 | 10 | 17 | -2 | 25
CN(Cc1ccc(C(C)(C)C)cc1)C(=O)c1ccc2c(c1)OCO2 | 10 | 12 | 0.9 | -37 | 0.94 | 28 | 32 | 6 | 25
